# Assay outcomes as filed in PubChem BioAssay.
# RAD54 branch: blocks human RAD54 Holliday junction branch migration. 0.14% of 360,000 active. inhibition, % at 10.4 µM. AID 602329. FAM/BHQ fluorescence;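 active = mean normalized replicate activity at least 40 and at least half of replicates scoring 40 or more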;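 also: 0% = median of neutral control wells and 100% = median of positive control wells; inhibitors cause a drop in the FAM fluorescence signal; in these data hits start at about 50%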
# Target sequence (Q92698 whole entry, looked up): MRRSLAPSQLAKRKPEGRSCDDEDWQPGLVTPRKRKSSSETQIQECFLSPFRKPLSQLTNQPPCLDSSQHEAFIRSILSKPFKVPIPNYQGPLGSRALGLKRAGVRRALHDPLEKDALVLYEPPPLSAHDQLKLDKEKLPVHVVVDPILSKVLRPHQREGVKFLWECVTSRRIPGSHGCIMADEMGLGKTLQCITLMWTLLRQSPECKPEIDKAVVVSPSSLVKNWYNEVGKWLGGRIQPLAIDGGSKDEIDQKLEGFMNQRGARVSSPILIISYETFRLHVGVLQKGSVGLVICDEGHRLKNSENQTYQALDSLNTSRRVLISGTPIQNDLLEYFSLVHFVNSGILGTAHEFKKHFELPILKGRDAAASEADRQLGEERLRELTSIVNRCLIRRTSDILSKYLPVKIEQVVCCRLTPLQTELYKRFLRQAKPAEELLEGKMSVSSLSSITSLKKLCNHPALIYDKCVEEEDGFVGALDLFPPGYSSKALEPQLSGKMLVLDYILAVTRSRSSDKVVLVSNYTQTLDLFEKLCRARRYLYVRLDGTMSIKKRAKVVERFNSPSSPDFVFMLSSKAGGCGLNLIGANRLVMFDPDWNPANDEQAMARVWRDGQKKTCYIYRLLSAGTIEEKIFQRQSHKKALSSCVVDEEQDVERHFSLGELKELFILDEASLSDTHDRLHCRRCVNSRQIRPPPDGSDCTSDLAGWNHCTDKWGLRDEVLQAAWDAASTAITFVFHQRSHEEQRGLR
# The depositor's hits bear a star.
SMILES,RAD54 branch
CN(CCc1ccccn1)S(=O)(=O)c1ccc2c3c(cccc13)C(=O)N2,-4
CCCC(C)c1nnc(NC(=O)CS(=O)(=O)Cc2ccccc2)s1 (configuration not stated),1
CC(C)c1ccc(N2CCN(C(=O)c3ccccc3NC(=O)/C=C\C(=O)O)CC2)cc1,-1
N#C/C(C(=O)NCc1ccco1)=C1/SC(Cc2ccc(F)cc2)C(=O)N1c1ccccc1 (configuration not stated),-2
Cc1ccc2c(c1)nnn2C1CCN(CC(=O)N2CCN(c3ccc(F)cc3)CC2)CC1,0
CN1C(=O)N(c2cccc3ccccc23)C(n2cncn2)C1(C)C (configuration not stated),-6
Cc1cc(C)c2cc(C#N)c(SCC(=O)NCc3ccco3)nc2c1,11
CCOC(=O)N1CCN(S(=O)(=O)c2ccc(C(=O)NNc3nc4cc(C)cc(C)c4s3)cc2)CC1,7
Cc1cc(C(=O)NCC(C)C)c2ccccc2n1,4
O=c1/c(=C\c2ccc3c(c2)OCO3)sc2n1CCCN=2,7
O=C(CSc1ncnc2scc(-c3ccc(Cl)cc3)c12)NCc1ccc2c(c1)OCO2,-14
Nc1nnc(-c2ccccc2Cl)s1,-1
CC(=O)Nc1cccc(NC(=O)CSc2ncc(-c3ccc(Cl)cc3)n2Cc2ccco2)c1,3
Cn1cccc1C(=O)OCC(=O)c1cc2ccccc2o1,-7
O=[N+]([O-])c1ccc(CN2CCOCCOCCN(Cc3ccc([N+](=O)[O-])cc3)CCOCC2)cc1,1
COc1ccc(-c2nnc(SCC(=O)Nc3sc4c(c3C#N)CCC4)n2CC2CCCO2)cc1 (configuration not stated),-2
COc1cc(C2C(C#N)=C(N)Oc3cc(C)n(CC4CCCO4)c(=O)c32)cc2c1OCO2 (configuration not stated),-8
O=C(c1cccs1)N1CCN(C/C=C/c2ccccc2)CC1,-9
COc1ccc(NC(=O)C2CC2)cc1OC1CCCC1,-6
Cc1ccc(C2=N/C(=C\N(C)C)C(=O)O2)cc1,5
CN1CCN(/C=N/c2c(C#N)cnn2C)CC1,1
CCC(=O)Nc1nonc1-c1nc2ccccc2n1Cc1ccccc1,2
CCOC(=O)c1c(CN2CCCCC2)n(C)c2cc(Br)c(O)c(CN(C)C)c12,9
Cc1ccc(-c2c3c([nH]c(=S)c2C#N)CCCC3)o1,3
CC(=O)c1cccc(NS(=O)(=O)c2cc(OCC(N)=O)c(C)cc2Cl)c1,14

# In a second layout: results already given.
structure	RAD54 branch
Cn1cccc1C(=O)OCC(=O)c1cc2ccccc2o1	-7
Cc1cc(C)c2cc(C#N)c(SCC(=O)NCc3ccco3)nc2c1	11
Cc1ccc(C2=N/C(=C\N(C)C)C(=O)O2)cc1	5
CCC(=O)Nc1nonc1-c1nc2ccccc2n1Cc1ccccc1	2

# (list continues)
SMILES,RAD54 branch
O=C(CN(Cc1ccc(F)cc1)C(=O)Cn1nnc2ccccc21)NCC1CCCO1 (configuration not stated),6
COc1ccc(S(=O)(=O)N2CCCC(C(=O)NC3CCCCC3)C2)cc1 (configuration not stated),-12
CCn1c(SCC(=O)c2ccc3c(c2)OCCO3)nnc1-c1ccco1,1
COC(Cc1n[nH]c(=S)n1-c1ccccc1)OC,1
Cc1nn(-c2ccccc2)c(Cl)c1C(=O)OC(C)C(=O)NC(=O)NC1CCCCC1 (configuration not stated),-1
CCn1c(-c2ccccc2Cl)nn(CC(=O)Nc2ccc(OC)cc2)c1=S,0
CC1=CC(C)(C)N(C(=O)CSc2nccn2C)c2cc(C)ccc21,-1
CCN(CC)P(=O)(/C(Cl)=C\Nc1c(C)n(C)n(-c2ccccc2)c1=O)N(CC)CC,-24
CCC(=O)Nc1ccc2c(c1)OCCO2,-1
O=C(O)C(Cc1ccccc1)N1C(=O)c2ccccc2C1=O (configuration not stated),-1
O=C(O)C1C2C=CC(C2)C1C(=O)NCCCN1CCOCC1 (configuration not stated),5
CC(Oc1ccccc1)c1ccnn1S(C)(=O)=O (configuration not stated),8
O=C(CCN1CCc2ccccc2C1)c1ccc2c(c1)OCCO2,10
Cc1noc(C)c1S(=O)(=O)N1CCC(C(=O)N2CCN(Cc3ccc4c(c3)OCO4)CC2)CC1,-5
O=C1CCCC2=C1C(Cc1ccccc1)C1=C(CCCC1=O)O2,3
COC(=O)[C@H](Cc1ccccc1)NC(=O)NCCc1ccc(S(N)(=O)=O)cc1,-17
CCCNC(=O)Cn1c(=O)oc2ccccc21,-6
Cc1cc(C)cc(NS(=O)(=O)c2ccc(Oc3ncc(C(F)(F)F)cc3Cl)cc2)c1,8
CC(=O)c1cc2c(cc1NC(=O)CSc1nc3ccccc3o1)OCO2,-6
Cc1ccccc1NC(=O)c1sc(Cl)nc1-c1ccccc1,-11
O=C1N(c2ccccc2)C2CS(=O)(=O)CC2N1c1ccc(Br)cc1 (configuration not stated),8
Cc1cccc(S(=O)(=O)C(C#N)c2nc3ccccc3nc2N2CCCC2)c1 (configuration not stated),-3
O=C(NC1CCCCCC1)C1c2ccccc2C(=O)N1Cc1cccnc1 (configuration not stated),-13
Cc1ccc(OC(=O)COc2ccccc2C)c(-n2nc3ccccc3n2)c1,5
CC[C@@H](C)[C@@H]1CN([C@@H](CN2CCC[C@H]2CN2C(N)=NC[C@H]2C(C)C)C(C)C)C(=N)N1CCc1ccc(Cl)c(Cl)c1,25

# (cont.)
SMILES,RAD54 branch
C=CCn1c(=N)c(C(=O)NCCCOC)cc2c(=O)n3cccc(C)c3nc21,45
Cc1csc(=NC(=O)c2ccccc2)n1C,-7
Cc1nc2c(OCc3cccc(Cl)c3)cccn2c1N(C)CC1CC1,-5
O=C(O)c1ccccc1S(=O)(=O)NCC(O)COc1ccc(Br)cc1 (configuration not stated),-4
CC(=O)c1cccc(NC(=O)N2CCCC2C(=O)Nc2ccccc2C)c1 (configuration not stated),-7
CC(C)(C)c1cc2cccnc2n1Cc1ccccc1,13
COc1ccc(CCn2c(C)cc(C(=O)CSc3nnc(N)s3)c2C)cc1,4
O=C(Nc1ccc2c(c1)OCO2)C(c1ccc(Cl)cc1)N1CCN(C(=O)c2ccco2)CC1 (configuration not stated),12
Cc1ccc(N(CC(=O)NCc2ccncc2)S(C)(=O)=O)cc1Cl,-11
CCN(CC)S(=O)(=O)c1ccc2oc(SCC(=O)NCc3ccccc3)nc2c1,0
CCOC(=O)c1cnc(-c2ccccc2)nc1Oc1ccc(Cl)c(Cl)c1,9
CCOC(=O)c1cnn(-c2c(Cc3ccccc3)c(C)nc3c(-c4ccccc4)c(C)nn23)c1N,7
CCOc1c(Br)ccc2c1sc1nc[nH]c(=O)c12,2
Cc1ccc(CN(C(=O)C(F)(F)F)C(C(=O)NC2CCCCC2)c2ccco2)cc1 (configuration not stated),-5
Cc1cc2cc(OCC(=O)O)ccc2n1C,-14
Nc1c(C(=O)NCCN2CCOCC2)c2nc3ccccc3nc2n1CCc1ccccc1F,12
O=C(CSc1nccn1-c1ccccc1)NCc1ccc2c(c1)OCO2,-2
O=C(O)c1ccc(C2CCCCC2)cn1,1
COC(=O)Cn1c2ccc(OC)cc2c2nc3ccccc3nc21,-5
O=C(NCc1ccccc1)c1ccco1,4
COc1ccc(CC(=O)Nc2nnc(C)s2)cc1,7
COc1cccc(N(CC(=O)Nc2ccc3c(c2)OCO3)S(=O)(=O)c2ccccc2)c1,15
CCN(/N=C/c1cccs1)c1cc(=O)n(C)c(=O)[nH]1,3
COC(=O)C(NC(=O)C(CC(C)C)NC(=O)C1CCC(C)CC1)C(C)C (configuration not stated),6
CCCCOC(=O)C1=C(C)Nc2ncnn2C1c1cc(OC)ccc1OC (configuration not stated),1

# Continued:
SMILES,RAD54 branch
CCN1CCCC1CNC(=O)C1CCN(Cc2nc(-c3cccc(Br)c3)oc2C)CC1 (configuration not stated),20
CN(C)CCNC(=O)C12CC3(C)CC(C)(CC(C)(C3)C1)C2,-10
CC(=O)c1cccc(NC(=O)C2CCCC2)c1,2
Cc1ccccc1NC(=O)Cc1nnc(SCc2ccc(Cl)c(Cl)c2)n1C,-19
COC(=O)c1ccc(CSc2nc(C(F)(F)F)c3c(c2C#N)CCC3)o1,3
COc1cccc2c1cc1c(=O)n(CC(=O)NC3CCCCC3)nc(C)n12,-5
CN1CCN(C(=O)c2ccc3c(c2)OCCO3)CC1,-1
COC(=O)C1=C(C)N(Cc2cccnc2)C(=O)C1,-3
Cc1noc(C)c1CSc1ccccc1C(=O)N1CCN(c2ccccc2)CC1,-12
CC(=O)c1cc(-c2nc3ccccc3n2C)n(C)c1,11
COc1ccc(N(C2CSC2)S(=O)(=O)c2ccccc2)cc1,-1
CCOC(=O)C1CCCN(C(=O)c2cn(CC)c3ccc(S(=O)(=O)N4CCCC4)cc3c2=O)C1 (configuration not stated),0
Cn1c(=O)n(CC(N)=O)c2ccccc21,-7
COc1ccc(Nc2nc(C)c3ccccc3n2)cc1,10
Cc1ccc(OC(C)C(=O)N2CCc3ccccc32)cc1 (configuration not stated),1
Fc1cccc2sc(N3CCOCC3)nc12,10
COc1ccc(S(=O)(=O)NCCOc2ccccc2)cc1OC,-7
CCOC(=O)C1=C(C)N=c2s/c(=C/c3ccccc3)c(=O)n2C1c1ccc(OC)c(OC)c1 (configuration not stated),-1
COCCNC(=O)c1ccccc1NC(=O)c1ccc(OC)c(OC)c1,2
Cc1ccc2nc(SCC(=O)Nc3ccccc3N3CCOCC3)c(C#N)cc2c1,5
CC(C)CCNC(=O)CN(C)S(=O)(=O)c1cccc2nsnc12,-14
CCCCC(=O)N(C)c1c(CC)nc2c(OCC=C(C)C)cccn12,-16
CC(NCCO)C(=O)C12CC3CC(CC(C3)C1)C2 (configuration not stated),-6
CC(C)n1cnc2c(NCc3ccccc3)cc(N[C@H](C)CO)cc21,-13
O=C(O)CNc1nc(Cl)ccc1[N+](=O)[O-],-13

# Additional results.
SMILES,RAD54 branch
O=C(Nc1ccc2c3c(cccc13)CC2)c1ccco1,-7
CCc1nc2ccccc2n1Cc1ccccc1OC,7
Cc1[nH]c2ccccc2c1C(=O)CSc1ncn[nH]1,18
CN(C)S(=O)(=O)N1CCC(Cc2ccccc2)CC1,-25
COc1ccc(/C=C/c2ccncc2)c2ccccc12,-2
CS(=O)(=O)N(CC(=O)Nc1c(F)cccc1F)c1ccc(C23CC4CC(CC(C4)C2)C3)cc1,7
Cc1nn(Cc2ccccc2Cl)c(C)c1C(=O)Nc1nnc(C2CC2)s1,-5
Cc1cccc(NC(=S)N2CCN(Cc3ccc4c(c3)OCO4)CC2)c1C,1
CC1CN(S(=O)(=O)c2cccc(-c3csc(-c4ccccc4)n3)c2)CC(C)O1 (configuration not stated),-8
CS(=O)(=O)N(CC(=O)N1CCN(C(c2ccccc2)c2ccccc2)CC1)C1CCCCC1,2
CCOC(=O)c1oc2ccccc2c1CSc1nnnn1-c1ccccc1,0
C=CCn1c(SCc2c(C)noc2C)nc2sc3c(c2c1=O)CCCCC3,-7
COc1cccc(OCCOc2ccccc2OC(C)C)c1,3
Nc1csnc1C(=O)O,-12
CCOC(=O)C1=C(N)Oc2c(oc(CO)cc2=O)C1c1c(F)cccc1Cl (configuration not stated),0
c1ccc(-c2c3ccccc3nc3[nH]c4ccccc4c23)cc1,2
O=c1nc(N(c2ccccc2)c2ccccc2)[nH]c(=O)[nH]1,-10
Cc1ccc(C(=O)N2CCN(c3ccc(C(F)(F)F)cn3)CC2)c(C)c1,-10
O=C(Nc1cccnc1)Nc1ccc2c(c1)OCO2,2
Nc1nonc1-c1nc2ccccc2n1CCC(=O)O,6
O=C(C1CCN(S(=O)(=O)c2cccc3nsnc23)CC1)N1CC=C(c2ccccc2)CC1,5
CCOc1cccc(NC(=O)C2CCCN(S(=O)(=O)c3ccc(OC)cc3)C2)c1 (configuration not stated),-4
c1nc(NC2CCCCC2)c2[nH]cnc2n1,-4
O=C(Cn1c(=O)sc2ccccc21)Nc1ccccc1C(=O)O,-4
CN(C)S(=O)(=O)Oc1cccc(C(=O)Nc2cccc(Cl)c2)c1,1

# (listing goes on)
SMILES,RAD54 branch
CC(C)(C)c1ccc(S(=O)(=O)N2C=CC(C(F)(F)F)=NCC2)cc1,-2
CCCN(CCC(=O)Nc1cc(OC)cc(OC)c1)CC1CC1,-3
Cc1c(Nc2nc3ccccc3nc2NS(=O)(=O)c2cccs2)c(=O)n(-c2ccccc2)n1C,-7
CSc1nccc(-c2cc(Cl)sc2Cl)n1,-8
CC(=O)c1sc(NC(=O)C(C)(C)C)nc1C,2
CCOC(=O)c1c(-c2cccs2)csc1NC(=O)c1ccncc1,8
CCCNC(=O)c1c(NC(=O)C2COc3ccccc3O2)sc2c1CCCC2 (configuration not stated),-5
CC(Oc1ccc(Cl)cc1)C(=O)Nc1nccs1 (configuration not stated),8

# By substructure: the compounds so far with an aryl methoxy group.
SMILES,RAD54 branch
COc1ccc(-c2nnc(SCC(=O)Nc3sc4c(c3C#N)CCC4)n2CC2CCCO2)cc1 (configuration not stated),-2
COc1cc(C2C(C#N)=C(N)Oc3cc(C)n(CC4CCCO4)c(=O)c32)cc2c1OCO2 (configuration not stated),-8
COc1ccc(NC(=O)C2CC2)cc1OC1CCCC1,-6
COc1ccc(S(=O)(=O)N2CCCC(C(=O)NC3CCCCC3)C2)cc1 (configuration not stated),-12
CCn1c(-c2ccccc2Cl)nn(CC(=O)Nc2ccc(OC)cc2)c1=S,0
COc1ccc(CCn2c(C)cc(C(=O)CSc3nnc(N)s3)c2C)cc1,4
COC(=O)Cn1c2ccc(OC)cc2c2nc3ccccc3nc21,-5
COc1ccc(CC(=O)Nc2nnc(C)s2)cc1,7
COc1cccc(N(CC(=O)Nc2ccc3c(c2)OCO3)S(=O)(=O)c2ccccc2)c1,15
CCCCOC(=O)C1=C(C)Nc2ncnn2C1c1cc(OC)ccc1OC (configuration not stated),1
COc1cccc2c1cc1c(=O)n(CC(=O)NC3CCCCC3)nc(C)n12,-5
COc1ccc(N(C2CSC2)S(=O)(=O)c2ccccc2)cc1,-1
COc1ccc(Nc2nc(C)c3ccccc3n2)cc1,10
COc1ccc(S(=O)(=O)NCCOc2ccccc2)cc1OC,-7
CCOC(=O)C1=C(C)N=c2s/c(=C/c3ccccc3)c(=O)n2C1c1ccc(OC)c(OC)c1 (configuration not stated),-1
COCCNC(=O)c1ccccc1NC(=O)c1ccc(OC)c(OC)c1,2
CCc1nc2ccccc2n1Cc1ccccc1OC,7
COc1ccc(/C=C/c2ccncc2)c2ccccc12,-2
COc1cccc(OCCOc2ccccc2OC(C)C)c1,3
CCOc1cccc(NC(=O)C2CCCN(S(=O)(=O)c3ccc(OC)cc3)C2)c1 (configuration not stated),-4
CCCN(CCC(=O)Nc1cc(OC)cc(OC)c1)CC1CC1,-3

# Not all compounds are listed; the hit share may differ from the screen's.
